# NPYLR7 agonist: agonists of mosquito NPYLR7 receptor, primary screen, cell-based, Aedes aegypti, calcium fluorescence, mosquito biting behavior; HEK293T NPYLR7/Galpha15, GCaMP6s calcium fluorescence; activation, % at 10 µM; 0.15% of 270,000 active; in the data active = activation above about 40%;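 also: 0% = vehicle and 100% = reference agonist at the receptor; some compounds past the cut are filed as inactive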
# hcGAS lum: Primary biochemical luminescence assay for human cyclic GMP-AMP synthase inhibitors | 0.081% of 290,000 active | AID 1259398, 2018 | Q8N884 | inhibition, % at 12.5 µM | recombinant h-cGAS, ATP depletion, Kinase-Glo luminescence;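 also: 0% = vehicle reaction and 100% = reaction without DNA for no activity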
# Target sequence (Q8N884 whole entry, looked up): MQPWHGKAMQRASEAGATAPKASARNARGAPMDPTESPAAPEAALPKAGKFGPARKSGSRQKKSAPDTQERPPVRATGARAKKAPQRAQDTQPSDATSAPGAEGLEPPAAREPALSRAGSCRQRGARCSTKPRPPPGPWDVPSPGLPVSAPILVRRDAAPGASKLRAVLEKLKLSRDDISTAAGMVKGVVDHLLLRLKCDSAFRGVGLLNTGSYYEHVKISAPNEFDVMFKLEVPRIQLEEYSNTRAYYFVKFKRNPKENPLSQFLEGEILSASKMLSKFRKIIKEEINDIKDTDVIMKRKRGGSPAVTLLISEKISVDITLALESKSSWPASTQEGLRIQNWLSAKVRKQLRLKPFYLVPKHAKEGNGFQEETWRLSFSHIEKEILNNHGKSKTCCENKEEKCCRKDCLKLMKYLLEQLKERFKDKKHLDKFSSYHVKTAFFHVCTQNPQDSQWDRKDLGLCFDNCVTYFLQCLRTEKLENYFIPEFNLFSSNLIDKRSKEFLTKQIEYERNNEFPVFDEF
# mcGAS lum: cyclic GMP-AMP synthase inhibitors, mouse, primary biochemical chemiluminescence; Q8C6L5; recombinant cGAS, Kinase-Glo ATP depletion luminescence; inhibition, % at 12.5 µM; 0.15% of 160,000 active;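 also: 0% = negative control wells and 100% = reference inhibitor with no enzyme activity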
# An asterisk follows results filed as active; . = not tested or not shown; & = joins results of further samples. Rule as the data show it, unless noted: active = inhibition above about 40%; inactive = the rest. Random draw from the library (roughly 0.27% active in at least one column).
SMILES,NPYLR7 agonist,hcGAS lum,mcGAS lum
O=C(O)c1nnc(N2CCCC2)c2ccccc12,25.2,-5.7,.
CC1CCC(N(C)C(=O)c2cc(S(=O)(=O)NC(C)C)ccc2Br)CC1 (configuration not stated),3.4,-11.9,.
Cc1cc(F)ccc1Oc1cc(N2CCN(C(=O)c3ccco3)CC2)ncn1,15.0,-2.7,-4.7
CCOC(=O)c1cnc(Nc2nc3ccccc3o2)nc1CSc1nnc(C)s1,3.8,-5.3,-7.6
O=C(O)Cn1cc(Br)c(=O)[nH]c1=O,0.5,-1.3,.
COc1ccc(CC2CCN(C(=O)C(C)Oc3ccccc3)CC2)cc1 (configuration not stated),0.4,-7.6,-7.0
CC(C)(C)CC(=O)N1CCC(n2cc(C3(O)CCCC3)nn2)CC1,-0.9,3.1,.
CC1Cc2ccccc2N1Cc1cc(=O)c(OCC(=O)Nc2cc(C(F)(F)F)ccc2Cl)co1 (configuration not stated),-1.0,-9.5,-8.5
CN(C1(C)CCS(=O)(=O)C1)S(=O)(=O)c1ccc(Cl)c(Cl)c1 (configuration not stated),-1.1,0.6,.
O=C(O)C1C2C=CC(C2)C1C(=O)Nc1nccs1 (configuration not stated),-1.1,0.8,.
CC(/C=C1N=C(/C=C/c2ccc(C)cc2)OC\1=O)=C\c1ccccc1,-1.5,-1.8,.
C=CCn1c(SCC(=O)Nc2ccccc2)nnc1-c1ccco1,2.7,0.4,-6.5
COCC1(C(=O)NCc2cccnc2Oc2ccc(F)c(F)c2)CC1,1.8,1.3,.
CCOC(=O)C(CC)Sc1nnc(NC(=O)c2ccc(F)cc2)s1 (configuration not stated),.,-4.1,-8.1
O=C(NC1CCCC1)NC1CC(c2nnc(CO)n2C2CC2)C1 (configuration not stated),.,-11.6,-5.1
CCC(C)Sc1nnc(C)c2cnn(-c3ccccc3)c12 (configuration not stated),-12.8,-4.9,-10.6
CCOC(=O)C1(CCCc2ccccc2)CCN(Cc2nccn2CC)CC1,2.9,-3.4,-3.4
CN(Cc1ncn[nH]1)C(=O)C12CC3CC(CC(C3)C1)C2,5.2&-9.7,-6.5&3.8,3.9
COCCN(CC(=O)N(CCc1c[nH]c2ccccc12)Cc1ccccc1)S(=O)(=O)c1ccc(F)cc1,.,-4.9,-3.9
CC1CCCCN1c1onc(-c2ccccc2)c1CN(CCN(C)C)C(=S)Nc1ccc(F)cc1 (configuration not stated),.,-5.6,-7.5
FC(F)C(F)(F)CCN1CCOC(c2ccc(Cl)c(Cl)c2)C1 (configuration not stated),11.3,2.4,.
O=C1Nc2ccc(Br)cc2C1=O,1.6,-2.4,.
CC1(NC(=S)Nc2n[nH]c(N)n2)CCS(=O)(=O)C1 (configuration not stated),10.6,-6.0,.
COc1ccc(N2CCN(CCCSC)C(C)C2)cc1 (configuration not stated),-2.5,-7.7,-11.0
COc1ccc(C(=O)N2CCNCC2C(=O)N2CCCC2)c(OC)c1OC (configuration not stated),-0.3,-4.9,-12.7
COc1ccc(-n2c(SCC(=O)N3CCOCC3)nc3sc4c(c3c2=O)CCCC4)cc1,-6.0,-5.3,-4.4
COc1ccc(-c2c(C)nn3c2ncc2c(=O)n(-c4nc(SC)n[nH]4)ccc23)cc1,2.1,-10.2,.
C#CCN(CC#C)C(=O)CCCn1cncn1,31.5,-9.4,.
CC1=CC(C)C(CNCCN2CCNCC2)C(C)C1 (configuration not stated),2.0,-1.3,-4.6
CC(C)c1cc(C(=O)N2CCCC(Nc3ccc4c(c3)OCCO4)C2)on1 (configuration not stated),7.6,-0.7,.

# 17 entries from above in another layout:
molecule	NPYLR7 agonist	hcGAS lum	mcGAS lum
CC(/C=C1N=C(/C=C/c2ccc(C)cc2)OC\1=O)=C\c1ccccc1	-1.5	-1.8	.
C=CCn1c(SCC(=O)Nc2ccccc2)nnc1-c1ccco1	2.7	0.4	-6.5
COCC1(C(=O)NCc2cccnc2Oc2ccc(F)c(F)c2)CC1	1.8	1.3	.
CCOC(=O)C(CC)Sc1nnc(NC(=O)c2ccc(F)cc2)s1 (configuration not stated)	.	-4.1	-8.1
O=C(NC1CCCC1)NC1CC(c2nnc(CO)n2C2CC2)C1 (configuration not stated)	.	-11.6	-5.1
CCC(C)Sc1nnc(C)c2cnn(-c3ccccc3)c12 (configuration not stated)	-12.8	-4.9	-10.6
CCOC(=O)C1(CCCc2ccccc2)CCN(Cc2nccn2CC)CC1	2.9	-3.4	-3.4
CN(Cc1ncn[nH]1)C(=O)C12CC3CC(CC(C3)C1)C2	5.2&-9.7	-6.5&3.8	3.9
COCCN(CC(=O)N(CCc1c[nH]c2ccccc12)Cc1ccccc1)S(=O)(=O)c1ccc(F)cc1	.	-4.9	-3.9
CC1CCCCN1c1onc(-c2ccccc2)c1CN(CCN(C)C)C(=S)Nc1ccc(F)cc1 (configuration not stated)	.	-5.6	-7.5
FC(F)C(F)(F)CCN1CCOC(c2ccc(Cl)c(Cl)c2)C1 (configuration not stated)	11.3	2.4	.
O=C1Nc2ccc(Br)cc2C1=O	1.6	-2.4	.
CC1(NC(=S)Nc2n[nH]c(N)n2)CCS(=O)(=O)C1 (configuration not stated)	10.6	-6.0	.
COc1ccc(N2CCN(CCCSC)C(C)C2)cc1 (configuration not stated)	-2.5	-7.7	-11.0
COc1ccc(C(=O)N2CCNCC2C(=O)N2CCCC2)c(OC)c1OC (configuration not stated)	-0.3	-4.9	-12.7
COc1ccc(-n2c(SCC(=O)N3CCOCC3)nc3sc4c(c3c2=O)CCCC4)cc1	-6.0	-5.3	-4.4
COc1ccc(-c2c(C)nn3c2ncc2c(=O)n(-c4nc(SC)n[nH]4)ccc23)cc1	2.1	-10.2	.

# (further entries)
SMILES,NPYLR7 agonist,hcGAS lum,mcGAS lum
COC(=O)C1CCN(C(=O)Cn2cc(C(F)(F)F)cc(Cl)c2=O)CC1,0.8,-11.6,.
CCC(Sc1ccc2nnc(-c3ccccn3)n2n1)C(=O)OC (configuration not stated),-1.3,-3.7,-4.5
CC1=CC(=C2C(=O)NC(=S)NC2=O)C=C(C)O1,3.7,-0.8,.
CCC1(C)Cc2ccccc2-c2nc(NCCCO)[nH]c(=O)c21 (configuration not stated),-1.3,5.3,.
Cc1ccsc1C=CC(=O)Nc1nccs1,10.3,-12.6,-5.8
CC(C)(CNc1ncnc2sc3c(c12)CCC3)N1CCOCC1,6.6,-5.8,-7.2
CCOc1ccccc1-n1c(-c2ccccc2)cc(C(=O)NC(Cc2ccccc2)c2ccccc2)c1C (configuration not stated),9.5,-3.8,-3.8
COc1nc(-c2cccc(F)c2)n(-c2ccc(NCC(O)COC(C)(C)C)cc2)n1 (configuration not stated),-13.7,1.5,-0.4
C=CCN(Cc1csc(COc2ccccc2C(C)C)n1)C(=O)c1ccc2c(c1)OCO2,-3.3,-1.8,-5.2
O=C(COc1ccc(C(=O)c2ccccc2)cc1)Nc1ccccn1,0.9,-8.8,-10.9
COc1cccc(OCC(=O)Oc2coc(CSc3nccc(C)n3)cc2=O)c1,-14.8,-3.7,-6.5
O=C(NN=Cc1c(O)ccc2ccccc12)c1ccco1,0.4,-4.2,-3.8
O=C(NC1CC(=O)N(c2ccc3c(c2)OCCO3)C1)N1CCCCC1 (configuration not stated),-1.9,-3.7,-8.1
COc1ccc(OC)c(NC(=O)N2CCC(c3ccccc3)CC2)c1,-6.0,-6.1,-6.0
Cc1cccc(C(=O)NC(C(=O)N2CCCC2)C2CCN(C(=O)C3CC3)CC2)c1 (configuration not stated),-7.2,1.9,-1.0

# Entries of single compounds from above. Order of values: NPYLR7 agonist	hcGAS lum	mcGAS lum
# Listed for CCOc1ccccc1-n1c(-c2ccccc2)cc(C(=O)NC(Cc2ccccc2)c2ccccc2)c1C (configuration not stated) → 9.5	-3.8	-3.8
# Listed for O=C(COc1ccc(C(=O)c2ccccc2)cc1)Nc1ccccn1 → 0.9	-8.8	-10.9
# Listed for COC(=O)C1CCN(C(=O)Cn2cc(C(F)(F)F)cc(Cl)c2=O)CC1 → 0.8	-11.6	.

# (listing goes on)
SMILES,NPYLR7 agonist,hcGAS lum,mcGAS lum
Cc1ccc2nc(-c3ccccc3F)c(NC(C)(C)C)n2c1,-2.6,0.8,2.0
O=C(CC1CSc2nccc(=O)n21)Nc1ccccn1 (configuration not stated),0.7,-7.1,.
NC(=O)Cn1c(CO)cnc1SCC(=O)N1CCc2ccccc21,4.9,-3.1,.
CC(=O)OC(C(=O)N1CCC(c2nc(-c3ccc4c(c3)OCO4)no2)CC1)c1ccccc1 (configuration not stated),17.1,-6.6,-3.9
Cc1ccc(C(=O)Nc2ccc(SCC(=O)NCc3ccc4c(c3)OCO4)nn2)cc1,7.4,-2.5,-6.7
NC(=O)C1CCN(C(=O)NC23CC4CC(CC(C4)C2)C3)CC1,.,-9.1,-4.6
COc1cccc(-n2c(=O)c3ccccc3n3c(=S)[nH]nc23)c1,-1.0,4.5,-7.2
Cc1ccc(C)c(Nc2nnc(CC(=O)N3CCCC3)s2)c1,-8.5,0.7,.
Cc1cc(C)cc(C(=O)Nc2c(C)nc3sccn3c2=O)c1,6.7,-6.4,-8.1
CCc1cnc(C)nc1N(C)Cc1cc(-c2ccccn2)no1,-2.2,-0.4,.
CC(C)CN(Cc1ccsc1)C(=O)c1cccnc1N1CCOCC1,-7.1,-3.4,-11.5
CC(C)(C)c1cc(Nc2ccncc2)n2ncc(-c3ccccc3)c2n1,-0.5,1.2,6.8
COc1ccc(-c2ccccc2)cc1NC(=O)c1ccc2nc(C)c(N(C)CC3CCCCC3)n2c1,-6.0,-2.9,-0.2
CCOC(=O)c1ccc2c(c1)nc(SCC(=O)NCc1cccs1)n2CCOC,0.1,-0.1,-4.7
CCCCc1ccc(C(=O)Nc2ccc(Cl)c3c2C(=O)c2ccccc2C3=O)cc1,-5.4,-4.7,-5.6
Cc1[nH]c2ccc(CNC(=O)C3CC(=O)N(Cc4ccccn4)C3)cc2c1C (configuration not stated),19.8,-4.9,.
CCn1nc(CC(C)C)cc1C(=O)N(C)C1CCCN(C2Cc3ccccc3C2)C1 (configuration not stated),-6.9,4.8,-1.5
CN(C)c1ncc(CN2CCN(Cc3ccc(F)c(F)c3)C(CCO)C2)s1 (configuration not stated),5.2,0.9,-9.9
Cn1nccc1C(=O)Nc1ccc(S(=O)(=O)CC2CCCO2)cc1 (configuration not stated),-0.2,-7.9,.
CC(=O)N1CCCN(C(=O)C2CCCCN2CC(C)C)CC1 (configuration not stated),4.2,-9.5,.
Cc1ccccc1-n1c(Cc2ccccc2)nnc1SCc1ccc(C(=O)NCc2ccncc2)cc1,7.9,-10.9,-5.1
C[N+]1(C)CC(O)CC1C(=O)O (configuration not stated),0.5,-2.5,-1.9
CCN(CC)C(=O)Cn1nc(-c2ccc(OC)c(OC)c2)c2sc(C)nc2c1=O,-3.2,-0.5,-7.8
CCC1C(=NO)C(CC)C(c2ccccc2)NC1c1ccccc1 (configuration not stated),-16.2,-2.1,.
COc1ccc(CNC(=O)C2CCCN(S(=O)(=O)c3ccc(F)cc3)C2)cc1 (configuration not stated),0.8,-5.8,-9.0
COC(=O)[C@@H]1C[C@@H](NC(=O)CCC(=O)N2CCCCCC2)CN1C,32.1,-5.7,-18.8
Cc1ccsc1CN(C)C(=O)c1ccc(-c2ncn[nH]2)cc1,1.8,-5.5,.
CCCCN1CCN(C(=O)C(O)c2ccccc2Cl)CC1=O (configuration not stated),4.7,4.4,.
C[C@@H](CO)NC(=O)CC1(CNC(=O)OC(C)(C)C)CCCCC1,-2.5,-5.4,.
CCCCC(=O)OCc1[nH]c(C(=O)OCC)c(C)c1C(=O)OCC,3.2,-10.0,-5.9
Cc1c(NC(=O)c2cccc3ccccc23)c(=O)n(-c2ccccc2)n1C,1.9,-0.4,-8.0
Cc1ccn(-c2ccc(C(=O)N3CCCC(C(N)=O)C3)cc2)n1 (configuration not stated),11.0&-0.5,-7.8&-9.8,.
O=S(=O)(c1ccc(Cl)cc1)N1CCC2(CC1)OCCO2,-1.5,-6.2,.
COc1cccc(C)c1C(=O)N1CCN2CCNC(=O)C2C1 (configuration not stated),5.2,-4.2,.
Cc1cc(N2CCN(C(=O)Cn3nnnc3CN(C)C(C)C)CC2)cc(C)n1,3.0,1.6,.
CCCCn1c(N)c(N(Cc2ccco2)C(=O)Cn2cnnn2)c(=O)[nH]c1=O,1.1,0.5,-1.3
C=CCCC(O)CNCc1nc(-c2ccc(Cl)cc2)no1 (configuration not stated),18.3,-2.1,-6.7
Cc1cc(O)c(CN2CCCN(c3ccccc3C#N)CC2)cc1C,4.6,-5.2,.
Cc1cccc(N(C)c2cc(N3CCN(CC(=O)Nc4ccc5c(c4)OCO5)CC3)ncn2)c1,5.9,-2.5,.
O=C1NC2(CCN(Cc3ccc(C(F)(F)F)cc3)CC2)Nc2ccc(Cl)c(Cl)c21,9.4,1.5,-3.1
CCCN(C(=O)CN1CCn2c(C)nnc2C1)C1=CCCCC1,-0.9,-12.8,.

# Screening results as filed in PubChem.
